14-3-3 Bad inh = inhibitors of 14-3-3 zeta/Bad binding, primary screen, biochemical, TR-FRET, bovine 14-3-3 zeta | inhibition, % at 21.7 µM | 14-3-3 protein zeta/delta (Bos taurus), P63103 | TR-FRET 14-3-3zeta/Dy647-pBad peptide displacement, 1 h | 220,000 compounds, 0.71% hits;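 active = inhibition above about 70%, limit read from the data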;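 note: 0% = full 14-3-3 plus peptide FRET controls and 100% = background without 14-3-3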
Target sequence (P63103 whole entry, looked up): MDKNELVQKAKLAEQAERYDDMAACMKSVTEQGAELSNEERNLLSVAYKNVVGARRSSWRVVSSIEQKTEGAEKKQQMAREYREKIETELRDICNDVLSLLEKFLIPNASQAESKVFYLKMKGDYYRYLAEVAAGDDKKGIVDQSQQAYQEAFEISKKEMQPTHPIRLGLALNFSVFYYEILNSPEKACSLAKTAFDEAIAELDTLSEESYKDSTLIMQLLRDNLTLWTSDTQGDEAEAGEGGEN
FXIa inh 1536 = human FXIa protease inhibitors, primary screen, biochemical, 1536-well; Coagulation factor XI (Homo sapiens), P03951; purified FXIa, Boc-Glu-Ala-Arg-AMC fluorogenic substrate; inhibition, % at 5 µM; 220,000 compounds, 0.14% hits; AID 798, 2007;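 active = inhibition of at least 40%; inactive = inhibition below 40%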;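 note: fluorescence of freed AMC excited at 355 nm; 0% = enzyme without compound and 100% = no enzyme blank; many of its hits are not listed in these tables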
hK5 inh = human KLK5 protease inhibitors, primary screen, biochemical, 1536-well | 210,000 compounds, 0.59% hits | recombinant hK5, fluorogenic AMC substrate cleavage | AID 873, 2007 | inhibition, % at 5 µM;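 active = inhibition of 40% or more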;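 note: 0% = enzyme controls without compound and 100% = no-enzyme blanks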
Rad51 HR inh = human RAD51 strand exchange inhibitors, primary screen, biochemical, fluorescence; DNA repair protein RAD51 homolog 1 (Homo sapiens), Q06609; hRad51 DNA strand exchange, fluorescence dequenching; inhibition, % at 10 µM; 200,000 compounds, 0.085% hits; AID 1385, 2008;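 active = inhibition above 40% at the single screening dose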;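 note: 0% = DMSO control wells and 100% = blanks with heterologous ssDNA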
Target sequence (Q06609 whole entry, looked up): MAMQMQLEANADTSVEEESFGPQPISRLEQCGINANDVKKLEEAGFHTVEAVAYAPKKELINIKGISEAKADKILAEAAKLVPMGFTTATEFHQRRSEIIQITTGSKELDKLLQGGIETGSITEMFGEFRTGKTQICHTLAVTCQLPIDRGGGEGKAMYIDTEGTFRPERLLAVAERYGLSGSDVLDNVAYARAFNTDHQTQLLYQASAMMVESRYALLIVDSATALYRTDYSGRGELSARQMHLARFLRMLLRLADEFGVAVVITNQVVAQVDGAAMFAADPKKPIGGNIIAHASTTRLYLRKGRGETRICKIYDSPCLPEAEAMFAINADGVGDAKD
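Read-out basis: percent inhibition relative to plate controls and blanks / Assay system: human Rad51 nucleoprotein filaments preassembled on unlabelled ssDNA / Timing: filaments 15 min 37 °C, then compound 30 min / Control set: per-plate controls and blanks / Technique: fluorescence dequenching at 485/520 nm / Compound: 10 µM final, single point / Also added: Fluorescein- and BHQ1-tagged 47-mer duplex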
eIF4E 4G PPI = eIF4E–eIF4G protein interaction inhibitors, primary screen, biochemical, uHTS, TR-FRET, eIF4GI fragment; inhibition, % at 21.7 µM; AID 782, 2007; 220,000 compounds, 0.37% hits; TR-FRET eIF4E-eIF4GI(517-606) binding, 2 h;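 active = inhibition above about 30%, limit read from the data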;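 note: 0% = full FRET control wells and 100% = background wells lacking eIF4GI fragment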
FXIIa inh 1536 = human FXIIa protease inhibitors, primary screen, biochemical, 1536-well. Coagulation factor XII (Homo sapiens), P00748. purified FXIIa, Boc-QGR-AMC fluorogenic substrate, 2 h. inhibition, % at 5 µM. 220,000 compounds, 0.3% hits. AID 800, 2007; in the data active = inhibition above about 40%;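 note: 0% = enzyme with no compound and 100% = blank without enzyme; many of its hits are not listed in these tables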
p97 ATPase inh = inhibitors of human p97 ATPase, primary screen, biochemical; 220,000 compounds, 0.42% hits; inhibition, % at 8 µM; Transitional endoplasmic reticulum ATPase (Homo sapiens), P55072; recombinant p97 ATPase, Kinase-Glo ATP luminescence, 3 h; in the data active = inhibition above about 15%;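 note: 0% = DMSO vehicle and 100% = wells lacking enzyme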
MDM2 E3 inh = MDM2-luciferase reporter signal enhancers, primary screen, MDM2 E3 ligase inhibitor project, cell-based, luminescence, 1536-well; E3 ubiquitin-protein ligase Mdm2 (Homo sapiens), Q00987; cell-based MDM2 ubiquitination luciferase reporter, 2 h; 0 = plate control, 100 = twice control, blank-subtracted; signal enhancement, % at 5 µM; 210,000 compounds, 0.11% hits; AID 1230, 2008;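 active = signal enhancement of 30% or more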;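 note: luminescence tracks abundance of the self-degrading MDM2-luciferase fusion protein; higher signal means inhibition of MDM2 E3 ligase activity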
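Assay system: mammalian cells stably expressing self-ubiquitinating, self-degrading MDM2 E3–luciferase fusion. Quantity: 2000 cells in each well. Medium: DMEM culture medium. Compound dosing: single-point 5 µM. Timing: cell settling 4 h, compound treatment 2 h, both 37 °C. Technique: luciferase luminescence. Read-out basis: percent signal gain over controls, blank-subtracted. Benchmarks: plate controls and plate blanks.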
Wee1 stabilizer = Wee1 degradation inhibitors, primary screen, cell-based, HeLa, Wee1K328M-luciferase, luminescence; AID 1321, 2008; 220,000 compounds, 1.2% hits; HeLa Luc-Wee1K328M stability; 100% = proteasome inhibitor MG132 effect; reporter increase, % at 5 µM; Wee1-like protein kinase (Homo sapiens), P30291;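 active = activation above the mean of all tested compounds plus 3 SD, set per screening run, cut at about 8.8% in these data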;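 note: cells exposed to compound for 20 h before luminescence read; 0% = DMSO alone and 100% = MG132 at 30 µM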
Active calls of the source: *; . = not tested or not shown; [ ] = remark or other dose. Hits appear at their usual frequency; 3.5% or so of the library scored in one or more.

| No. | SMILES | 14-3-3 Bad inh | FXIa inh 1536 | hK5 inh | Rad51 HR inh | eIF4E 4G PPI |
| --- | --- | --- | --- | --- | --- | --- |
| 1 | N#Cc1c(NC(=O)CN2CCOCC2)oc(-c2ccccc2)c1-c1ccccc1 | 2[fluorescence artefact?] | 5 | -34 | -8 | -4 |
| 2 | O=C(CCCSc1nc2ccccc2[nH]1)Nc1nnc(-c2ccccc2)o1 | -5 | 1 | -27 | 4 | -2 |
| 3 | CCOc1ccc(NC(=O)COc2ccc(OC)cc2)cc1 | 8 | -4 | 1 | 0 | 2 |
| 4 | Nc1c(N2CCCC2)cc(Cl)c2nonc12 | 10 | 13 | -26 | -15 | 9[fluorescence artefact?] |
| 5 | Cc1cccc(NC(=O)c2nc[nH]c2C(=O)N[C@@H](CC(C)C)C(=O)OCc2ccccc2)c1 | -7 | -1 | -1 | 2 | -4 |
| 6 | Cc1cc(C)nc(NC(=O)CSc2nccc(C)n2)n1 | -10 | -2 | 1 | . | 0 |
| 7 | CCOc1ccc(S(=O)(=O)NCc2ccccc2OC)cc1 | 1 | -2 | -10 | -2 | 0 |
| 8 | CC(C)COc1ccc(S(=O)(=O)NNC(=O)c2cc3ccccc3o2)cc1 | -16 | 0 | -20 | 7 | 7 |

| No. | FXIIa inh 1536 | p97 ATPase inh | MDM2 E3 inh | Wee1 stabilizer |
| --- | --- | --- | --- | --- |
| 1 | 9 | -12 | -3 | 1 |
| 2 | 6 | 0 | -20 | -2 |
| 3 | 8 | -5 | 1 | 3 |
| 4 | 17 | 32* | -11 | -2 |
| 5 | 4 | . | -8 | . |
| 6 | 7 | 4 | -4 | 1 |
| 7 | 3 | 4 | -15 | -2 |
| 8 | 8 | 0 | -11 | -3 |

(cont.)
| No. | SMILES | 14-3-3 Bad inh | FXIa inh 1536 | hK5 inh | Rad51 HR inh | eIF4E 4G PPI |
| --- | --- | --- | --- | --- | --- | --- |
| 9 | COC(=O)c1cccc(NS(=O)(=O)c2ccc(OC)c(OC)c2)c1C | 1 | 0 | 10 | -3 | -1[fluorescence artefact?] |
| 10 | O=C(CSc1nc2c(c(=O)n1-c1ccc(Cl)cc1)SCC2)NCC1CCCO1 (stereo not drawn) | 14 | 15 | -16 | . | -1 |
| 11 | COc1ccccc1OCc1ccc(C(=O)Nc2ccc(Cl)cn2)o1 | -3 | 0 | 3 | 0 | 6 |
| 12 | COC(=O)c1ccc(/C=N/Nc2nc(N3CCCCC3)nc(N3CCCCC3)n2)cc1 | -5 | 0 | -12 | -11 | 2 |
| 13 | Cc1ccc(-c2nc3cnccn3c2Nc2ccccc2)o1 | 10 | -2 | -17 | -5 | -1 |
| 14 | O=C1NC(c2ccc(Br)cc2)Nc2sc3c(c21)CCC3 (stereo not drawn) | -13 | -10 | -9 | -4 | 8 |
| 15 | Fc1ccc(CNCc2ccccc2Cl)cc1 | 30 | -7 | -7 | 3 | 7 |
| 16 | COc1cccc(C(=O)CSc2nnc(-c3cc(OC)cc(OC)c3)o2)c1 | 0 | 23 | 2 | . | 0 |
| 17 | Cc1cc(C)n(C(=O)CSc2nnc(SCC(=O)n3nc(C)cc3C)s2)n1 | 49 | -1 | -19 | -2 | -3 |

| No. | FXIIa inh 1536 | p97 ATPase inh | MDM2 E3 inh | Wee1 stabilizer |
| --- | --- | --- | --- | --- |
| 9 | 50* | -6 | -5 | -3 |
| 10 | 19 | 1 | -1 | 3 |
| 11 | 11 | 1 | -19 | -2 |
| 12 | 5 | 0 | -29 | 5 |
| 13 | 9 | . | -3 | . |
| 14 | -1 | 1 | -6 | -1 |
| 15 | 2 | 1 | -16 | -3 |
| 16 | 28 | 2 | -3 | 0 |
| 17 | 5 | 0 | -2 | -1 |

Arranged by length of the SMILES (lowest first): part of the list above.
| No. | SMILES | 14-3-3 Bad inh | FXIa inh 1536 | hK5 inh | Rad51 HR inh | eIF4E 4G PPI |
| --- | --- | --- | --- | --- | --- | --- |
| 15 | Fc1ccc(CNCc2ccccc2Cl)cc1 | 30 | -7 | -7 | 3 | 7 |
| 3 | CCOc1ccc(NC(=O)COc2ccc(OC)cc2)cc1 | 8 | -4 | 1 | 0 | 2 |
| 7 | CCOc1ccc(S(=O)(=O)NCc2ccccc2OC)cc1 | 1 | -2 | -10 | -2 | 0 |
| 14 | O=C1NC(c2ccc(Br)cc2)Nc2sc3c(c21)CCC3 (stereo not drawn) | -13 | -10 | -9 | -4 | 8 |
| 11 | COc1ccccc1OCc1ccc(C(=O)Nc2ccc(Cl)cn2)o1 | -3 | 0 | 3 | 0 | 6 |
| 2 | O=C(CCCSc1nc2ccccc2[nH]1)Nc1nnc(-c2ccccc2)o1 | -5 | 1 | -27 | 4 | -2 |
| 8 | CC(C)COc1ccc(S(=O)(=O)NNC(=O)c2cc3ccccc3o2)cc1 | -16 | 0 | -20 | 7 | 7 |
| 17 | Cc1cc(C)n(C(=O)CSc2nnc(SCC(=O)n3nc(C)cc3C)s2)n1 | 49 | -1 | -19 | -2 | -3 |
| 12 | COC(=O)c1ccc(/C=N/Nc2nc(N3CCCCC3)nc(N3CCCCC3)n2)cc1 | -5 | 0 | -12 | -11 | 2 |
| 5 | Cc1cccc(NC(=O)c2nc[nH]c2C(=O)N[C@@H](CC(C)C)C(=O)OCc2ccccc2)c1 | -7 | -1 | -1 | 2 | -4 |

| No. | FXIIa inh 1536 | p97 ATPase inh | MDM2 E3 inh | Wee1 stabilizer |
| --- | --- | --- | --- | --- |
| 15 | 2 | 1 | -16 | -3 |
| 3 | 8 | -5 | 1 | 3 |
| 7 | 3 | 4 | -15 | -2 |
| 14 | -1 | 1 | -6 | -1 |
| 11 | 11 | 1 | -19 | -2 |
| 2 | 6 | 0 | -20 | -2 |
| 8 | 8 | 0 | -11 | -3 |
| 17 | 5 | 0 | -2 | -1 |
| 12 | 5 | 0 | -29 | 5 |
| 5 | 4 | . | -8 | . |
